Screening results: PubChem, several laboratories
OX1R antag: antagonists of human orexin 1 receptor (OX1R) | O43613 | OX1R-expressing cells, FRET antagonist read-out | inhibition, % at 6.6 µM | 330,000 tested, 1.8% active; in the data active means inhibition mostly above about 38%, no sharp cut-off; inactive means mostly below about 40%;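 further: 0% = agonist challenge alone and 100% = reference antagonist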
Target sequence (O43613 whole entry, looked up): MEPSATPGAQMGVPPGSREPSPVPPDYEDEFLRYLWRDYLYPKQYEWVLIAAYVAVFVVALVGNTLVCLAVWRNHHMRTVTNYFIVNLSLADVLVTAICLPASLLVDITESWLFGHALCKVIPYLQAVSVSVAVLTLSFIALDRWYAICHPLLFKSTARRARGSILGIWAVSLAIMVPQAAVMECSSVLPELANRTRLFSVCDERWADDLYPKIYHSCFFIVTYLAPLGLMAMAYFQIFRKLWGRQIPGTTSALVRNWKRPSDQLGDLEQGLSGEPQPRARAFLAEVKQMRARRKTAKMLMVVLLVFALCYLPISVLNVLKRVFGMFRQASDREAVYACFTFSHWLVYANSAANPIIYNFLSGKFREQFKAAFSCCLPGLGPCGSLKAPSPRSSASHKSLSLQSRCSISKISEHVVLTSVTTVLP
STK33 inh: blocks human STK33 kinase activity; purified STK33, MBP phosphorylation, ADP-Glo luminescence; Q9BYT3; inhibition, % at 10 µM; AID 2661; 320,000 tested, 0.073% active;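 active means inhibition at or above 25%, using the most active replicate where run in duplicate; inactive means inhibition below 25%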
Target sequence (Q9BYT3 whole entry, looked up): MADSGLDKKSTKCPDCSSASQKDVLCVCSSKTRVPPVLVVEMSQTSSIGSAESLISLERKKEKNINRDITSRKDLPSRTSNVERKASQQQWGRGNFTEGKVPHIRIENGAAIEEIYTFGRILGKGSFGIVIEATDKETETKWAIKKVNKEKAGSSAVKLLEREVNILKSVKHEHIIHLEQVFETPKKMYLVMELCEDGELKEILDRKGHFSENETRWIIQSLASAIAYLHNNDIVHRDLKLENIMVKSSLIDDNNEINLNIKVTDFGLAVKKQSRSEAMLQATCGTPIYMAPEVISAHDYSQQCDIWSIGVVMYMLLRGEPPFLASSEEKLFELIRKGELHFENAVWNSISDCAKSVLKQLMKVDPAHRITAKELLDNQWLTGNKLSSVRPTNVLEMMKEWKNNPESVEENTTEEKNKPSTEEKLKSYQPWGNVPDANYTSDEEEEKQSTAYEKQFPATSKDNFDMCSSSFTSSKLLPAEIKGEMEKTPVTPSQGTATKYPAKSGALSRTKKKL
KCNQ2 block: KCNQ2 channel blockers in CHO-K1 cells – cell-based, FluxOR thallium flux, B-score, primary screen (AID 2156). 310,000 tested, 1.1% active. B-score at 10 µM. O88943. 20 min; active compounds read low;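 active means fluorescence ratio B-score at most minus 3 library SDs, with starting brightness B-score within 2 library SDs, cut at about -5.5 in these data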
* marks the source's active call; other numbers are inactive results; i = inactive; . = no result given.

SMILES | OX1R antag | STK33 inh | KCNQ2 block
Cc1c(C(=O)NC(=S)Nc2ccc(NC(=O)c3cccs3)cc2)oc2ccccc12 | 6 | -1.9 | i
O=C(Cn1cnc2c(nnn2Cc2ccc(Cl)cc2)c1=O)N1CCCc2ccccc21 | 20 | -2.2 | i
COc1ccc(S(=O)(=O)N2CCCCC2)cc1 | 7 | -1.2 | i
O=C(Oc1ccc2ccc(=O)oc2c1)N1CCOCC1 | 17 | 0.3 | i
C(=N\N(c1ccccc1)c1ccccc1)/c1ccccn1 | 40 | -0.2 | -6.2*
O=C(CN1CCN(c2ccccc2O)CC1)NC(=O)NC1CCCC1 | 3 | -1.4 | i
Cc1cc(C)nc(SCC(=O)c2ccc(O)cc2O)n1 | 1 | -0.5 | i
Cc1cccc(C(=O)NNC(=O)c2ccc(F)cc2)c1 | 15 | -0.6 | i
CC1Cc2ccccc2N1S(=O)(=O)c1cccc(C(=O)NCc2ccco2)c1 (stereo not drawn) | 7 | 0.5 | .
CCN(CC)CCCNC(=O)c1ccc(CS(=O)(=O)c2ccccc2OC)o1 | 7 | 0.1 | i
C=C(C)c1cccc(C(C)(C)NC(=O)Nc2cc(C)ccc2OC)c1 | 30 | -4.1 | i
O=C(N/N=C/c1ccco1)c1ccc(NC(=O)c2ccc(Cl)cc2)cc1 | 24 | -0.6 | i
Cc1nn(C)c(Cl)c1C(=O)NCC(=O)Nc1ccc(C(C)C)cc1 | 18 | -0.7 | i
Cc1ccccc1OCC(=O)NNC(=O)C1CCN(c2ncnc3sc(C)c(C)c23)CC1 | 22 | 1.3 | i
Cc1ccc(C2=NS(=O)(=O)N(C)C(C(=O)NCc3ccc(F)cc3)=C2)cc1 | 6 | 0.8 | i
CCOc1ccc(N=C2NC(=O)S/C2=C\c2ccc(Cl)cc2)cc1 | 16 | 1.4 | i
Cc1onc(-c2c(F)cccc2Cl)c1C(=O)OCC(=O)c1c[nH]c2ccccc12 | 16 | 0.7 | i
Cc1noc(C)c1C(=O)OCC(=O)Nc1ncc(C(F)(F)F)cc1Cl | 7 | -0.3 | .
COC(=O)N1CCc2c(sc(NC(=O)C3COc4ccccc4O3)c2C(N)=O)C1 (stereo not drawn) | 13 | 0.2 | i
COc1ccc(CCNC(=O)Cn2cccc2C(=O)c2ccccc2C)cc1OC | 15 | 0.6 | i
COc1cccc(OC)c1C(=O)Nc1ccccc1Sc1ccccc1 | 9 | -0.5 | -7*
Cn1nc(C(=O)NNC(=O)c2cccc(Cl)c2)ccc1=O | 4 | 0.5 | .
COc1ccc(-c2nn(-c3ccccc3)cc2/C=C/C(=O)NCCCn2ccnc2)cc1OC | 1 | -0.1 | i
CCN(C(=O)c1cc([N+](=O)[O-])ccc1NCc1cccnc1)c1ccccc1 | 4 | 2.3 | i
COC(=O)C1(C(F)(F)F)N=C2Sc3ccccc3N2C(N2CCOCC2)=N1 (stereo not drawn) | 16 | -0.9 | i
N=c1c2c3c(sc2ncn1CCN1CCOCC1)CCCC3 | 8 | 0.0 | i
COC1CCCN(C(=O)c2cccc(OC3CCN(S(=O)(=O)N(C)C)CC3)c2)C1 (stereo not drawn) | 12 | -0.6 | i
Cc1ccc(NC(=S)c2nc3ccccc3s2)cc1 | 23 | 0.1 | i
Cc1ccc(C(C(=O)NCc2ccco2)N(C(=O)Cc2cccs2)c2cccnc2)cc1 (stereo not drawn) | 7 | -0.4 | i
CC1(C)OC(=O)N(CCc2ccccc2)C1(C)O (stereo not drawn) | 7 | -1.5 | i
CCCCCCSC1=C(C#N)C(=O)NC2(CCCCC2)S1 | 69 | -1.6 | i
COc1ccc(C(=O)N(c2ccccc2)C2C=CS(=O)(=O)C2)cc1 (stereo not drawn) | 3 | -0.9 | i
COc1ccc(S(=O)(=O)CCC(=O)N2CCN(c3ccc(C(C)=O)cc3)CC2)cc1 | 6 | -0.9 | i
NC(=NCCc1ccccc1)NS(=O)(=O)c1cccs1 | 16 | 0.5 | i
COc1ccc(OC(C)C(=O)NCC2CCCO2)cc1 (stereo not drawn) | 3 | -0.4 | i
COCCn1c(=O)[nH]c2cc(C(=O)Nc3cccc(C(C)=O)c3)ccc2c1=O | 9 | 0.4 | i
CCCn1c2ccccc2c2cnn(CC(=O)NCCCN3CCCCC3)c(=O)c21 | 7 | -2.4 | i
CCOc1ccc(NC(=O)C(=O)N/N=C/c2cccnc2)cc1 | 13 | -2.4 | i
Cn1c(=O)c(C(=O)NCCO)c(O)c2ccccc21 | 17 | 1.1 | i
CCC(=O)NC(c1ccco1)c1cc(Cl)c2cccnc2c1OC (stereo not drawn) | 5 | -3.1 | .
COc1ccc(NC(=O)c2cc(Br)ccc2Cl)c([N+](=O)[O-])c1 | 35 | -2.2 | i
O=C(NCCN1CCOCC1)C1CCC(=O)N1C1CCCCC1 (stereo not drawn) | 19 | -0.9 | i
CCC(C)c1ccc(O)c(NC(=O)c2cncc(Br)c2)c1 (stereo not drawn) | 1 | -1.1 | i
O=C(N/N=C/c1ccc(OCc2cnc(Cl)s2)cc1)c1ccncc1 | 25 | 1.1 | i
N#Cc1ccc(-c2ccc(OCC3CNC(=O)O3)cc2)cc1 (stereo not drawn) | 30 | -1.1 | i
COc1ccc(CNC(=O)C2CCN(S(=O)(=O)c3cccc4nsnc34)CC2)cc1 | 22 | -0.1 | i
COC(=O)c1ccc(CN(C)S(=O)(=O)c2ccc(C)cc2)o1 | 11 | 0.3 | i
CC#CC[N+](C)(C)CCCCCC | -2 | -0.4 | i
COc1ccccc1N1CCN(C(CNC(=O)C2CCCCC2)c2cccnc2)CC1 (stereo not drawn) | 8 | -0.9 | i
CCC(C)c1ccc(NC(=O)C2=CC=CN3CCS(=O)(=O)N=C23)cc1 (stereo not drawn) | 11 | -1.7 | .
CCOc1ccc2nc(SCC(=O)Nc3ncccn3)[nH]c2c1 | 15 | -1.2 | i
COCCNC(=O)C1CC(c2ccc(C(F)(F)F)cc2)=NO1 (stereo not drawn) | 20 | 0.5 | i
O=C(NNc1cccc(Cl)n1)Nc1ccc(Cl)cc1 | 11 | -2.9 | i
COc1cc2c(cc1OC)C(C)N(S(=O)(=O)c1cnc(Cl)c(Cl)c1)CC2 (stereo not drawn) | 23 | -0.6 | i
COc1cccc(C(=O)NCC(c2cccs2)N2CCc3ccccc32)c1 (stereo not drawn) | 24 | 0.6 | i
COc1ccccc1-c1nnc(-c2ccc(N3CCOCC3)cc2)o1 | 75* | -0.7 | i
CCc1ccc(Nc2n[n+](-c3ccccc3)c(-c3c(Cl)cccc3Cl)s2)cc1 | 36 | -0.2 | i
O=C(Nc1nc(-c2cc(Cl)sc2Cl)cs1)c1ccccc1 | 37 | -0.7 | i
Cc1ccc(Sc2ccc(NC(=O)CCl)cc2)c(C)c1 | 15 | -2.1 | i
O=C(NC1CC1)C1=C[C@@H](c2ccc3c(c2)OCO3)C[C@@H](OCc2ccc(CO)cc2)O1 | 17 | -1.0 | i

Later entries.
SMILES | OX1R antag | STK33 inh | KCNQ2 block
CC1(C)C2([N+](=O)[O-])CN(CCO)CC1([N+](=O)[O-])CN(CCO)C2 | 16 | 2.0 | i
CCOC(=O)c1cc(C)sc1NC(=O)CSc1nnnn1C | 28 | -0.9 | i
CC(=O)N(C)C1(c2nnnn2CCOC(=O)Nc2cccc3ccccc23)CCCC1 | 5 | 0.1 | i
Cc1cccc(NC(=S)NNC(=O)c2ccco2)c1 | 11 | -0.3 | i
CC(C)(C)NC(=O)NC(=O)CN1CCN(C(c2ccccc2)c2ccccc2)CC1 | 17 | 0.6 | i
NNC(=S)Nc1ccccc1Cl | 16 | -3.0 | i
NC(=S)Nn1c(CCC(=O)O)ccc1-c1ccccc1 | 3 | -0.8 | i
CCOc1ccccc1-c1nc(-c2cc3ccc(C)cc3[nH]c2=O)no1 | 8 | -0.6 | i
O=C(c1ccc(Cl)cc1)c1cnc(Nc2ccccc2)s1 | 4 | -1.8 | i
Fc1ccc(CSc2ccc3nnc(-c4cccs4)n3n2)cc1 | 12 | -0.5 | i
CCOc1cc(/C=N/NC(=O)CCn2nnc3ccccc32)ccc1O | 46* | 0.7 | i
COC(=O)c1cc(C(=O)OCC(=O)N2CCCCC2)cc([N+](=O)[O-])c1 | 56* | 2.1 | .
O=C(NC(=S)Nc1cccc(Cl)c1N1CCCCC1)c1cccs1 | 16 | 4.1 | i
CC(C)CC1(C)NC(=O)N(CC(=O)Nc2ccccc2Br)C1=O (stereo not drawn) | 7 | -1.3 | .
Cc1ccc(Cl)c(NC(=O)COC(=O)c2ccccc2C(=O)c2ccc(Cl)c([N+](=O)[O-])c2)c1Cl | 33 | -2.0 | i
Cn1c(Cc2ccccc2)nnc1SCC(=O)Nc1ccccc1 | 8 | -0.7 | i
CN(CC(=O)NCc1ccccc1Cl)S(=O)(=O)c1ccc2c(c1)n(C)c(=O)c(=O)n2C | 5 | 0.3 | i
COc1ccccc1CNC(=O)Cn1cccc1 | 10 | -2.3 | i
COc1cccc(NC(=O)CN(C)C(=O)CNC(=O)c2sc3ccccc3c2Cl)c1 | 12 | -0.6 | .
COc1ccc(S(=O)(=O)N2CCOC2CNC(=O)C(=O)NCc2ccco2)cc1OC (stereo not drawn) | 16 | -0.1 | i
CCOc1ccc(N2CC(C(=O)Nc3nnc(Cc4ccc(OC)c(OC)c4)s3)CC2=O)cc1 (stereo not drawn) | 6 | -0.5 | i
S=c1nc(NCc2ccc3c(c2)OCO3)c2ccccc2[nH]1 | . | -0.6 | i
Cc1nc(=O)c(-c2ccccc2)c(C)n1-c1ccccc1C(=O)O | 7 | -0.5 | i
CCOc1ccc(CN2CCN(Cc3[nH]c4ccccc4c3C)CC2CCO)cc1 (stereo not drawn) | 7 | -1.3 | i
CCCCCCC(O)(CCN1CCCCC1)c1ccccc1 (stereo not drawn) | 7 | 1.2 | i
Cc1ccc(-n2ncc3c2CC(C)(C)CC3NC(=O)CCc2cnn(C)c2)cc1 (stereo not drawn) | 25 | -1.6 | i
COc1ccc(S(=O)(=O)N[C@@H](Cc2ccccc2)C(=O)N2CC[C@@]3(O)CCCC[C@H]3C2)cc1 | 41 | 0.0 | i
Cc1ccccc1C(=O)NC(=S)Nc1ccc(Oc2ccc(Cl)cc2)cc1 | 21 | -2.1 | i
N#CCc1c(C#N)c(N)nc(N2CCN(C=O)CC2)c1C#N | 9 | 1.1 | i
C=CCNC(=O)c1ccc2c3n(nc2c1)-c1ccc(C)cc1CO3 | 75* | 3.7 | i

Going on with the list:
Every second line gives: OX1R antag, STK33 inh, KCNQ2 block
- O=C(O)CCn1c(=O)sc2ccccc21
  14, -1.0, i
- COc1ccccc1N1C(=O)CC(N2CCc3ccccc32)C1=O (stereo not drawn)
  20, -0.7, i
- CC1=C(C(=O)OC2CCCC2)C(c2coc3ccccc3c2=O)C2=C(CCCC2=O)N1 (stereo not drawn)
  7, -0.3, i
- CC(C)Nc1nc2ccccc2c(=O)[nH]1
  9, -0.2, i
- Cc1cc(C)c(S(=O)(=O)Nc2ccc(O)cc2)cc1C
  -1, -0.8, i
- O=S(=O)(c1cc(Cl)ccc1Cl)N1CCc2ccccc21
  20, -0.9, i
- CCOC(=O)[C@H]1CCC[C@@H](NS(=O)(=O)c2ccc(NC(C)=O)cc2)C1
  14, -1.3, i
- Cc1cccc(CS(=O)(=O)Cc2ccc(C(=O)NCCN3CCCCC3C)o2)c1 (stereo not drawn)
  19, -0.2, i
- Nc1ccccc1SCC(=O)N1CCc2ccccc21
  11, -0.7, i
- O=C(Nc1ccc(F)cc1)c1cccnn1
  0, -0.7, i
- O=C(CSc1nc2ccccc2c(=O)n1NC(=O)Cc1ccccc1)NCc1ccccc1
  46*, 1.4, i
- CC1(C)NC(=O)N(CC(O)COc2ccccc2C(=O)Nc2ccccc2)C1=O (stereo not drawn)
  15, 0.5, i
- Cc1cc(C(=O)CSc2nnc(N)s2)c(C)n1CCc1ccc(Cl)cc1
  21, 0.6, i
- O=C1c2ccccc2C(=O)N1CCCCN(C(=O)c1cccc([N+](=O)[O-])c1)c1ccc(Cl)cc1
  11, -0.9, i
- COc1ccc(NC(=O)CN2CCC(C)CC2)cc1
  2, 0.3, i
- CCN1CCN(c2cc(N3CCc4ccccc4C3)c(F)cc2[N+](=O)[O-])CC1
  33, -1.4, -6.9*
- COC(=O)c1sccc1NC(=O)/C=C/c1ccc(Cl)cc1
  35, -1.4, i
- O=C(O)c1nccnc1C(=O)Nc1ccc(S(=O)(=O)N2CCOCC2)cc1
  -4, -4.4, i

Arranged by count of non-hydrogen atoms (high to low): part of the list above.
Every second line gives: OX1R antag, STK33 inh, KCNQ2 block
- O=C1c2ccccc2C(=O)N1CCCCN(C(=O)c1cccc([N+](=O)[O-])c1)c1ccc(Cl)cc1
  11, -0.9, i
- O=C(CSc1nc2ccccc2c(=O)n1NC(=O)Cc1ccccc1)NCc1ccccc1
  46*, 1.4, i
- Cc1cccc(CS(=O)(=O)Cc2ccc(C(=O)NCCN3CCCCC3C)o2)c1 (stereo not drawn)
  19, -0.2, i
- Cc1cc(C(=O)CSc2nnc(N)s2)c(C)n1CCc1ccc(Cl)cc1
  21, 0.6, i
- COC(=O)c1sccc1NC(=O)/C=C/c1ccc(Cl)cc1
  35, -1.4, i
- CC(C)Nc1nc2ccccc2c(=O)[nH]1
  9, -0.2, i
